Source: PubChem BioAssay (Broad Institute)
HRP interference = HRP/luminol detection interference without ALR, dose response, artefact control for ALR inhibitor project, biochemical, luminescence, no ALR or DTT; HRP/H2O2 luminol luminescence counterscreen, no ALR; activity change, negative = inhibition, % at the top dose, mostly 10 µM; hits show AC50 in µM; actives 15% (n = 2,500); AID 540356, 2011;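 active = signal-lowering compounds whose fitted half-maximal concentration AC50 is no higher than ten times their top tested concentration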;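 also: 0% = median of neutral control wells and -100% = median of quercitin 100 µM wells; many of its hits are not listed in these tables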
* = called active by the depositor. This is a subset (hit frequency here may not be typical).

item | SMILES | HRP interference
1 | Cc1cc([N+](=O)[O-])ccc1N1C(=O)c2ccc(C(=O)Nc3ccccc3C(=O)O)cc2C1=O | -5.6%
2 | Cc1ccc(N(C)S(=O)(=O)c2cccc(C(=O)Nc3nnc(C4CC4)s3)c2)cc1 | -1.4%
3 | O=C1NN(c2ccccc2)C(=O)/C1=C\c1ccccc1 | 4.0%
4 | CCC(=O)N1CCc2cc(S(=O)(=O)NCCC(=O)N3CCN(c4cccc(C)c4)C(C)C3)ccc21 (stereo unspecified) | -1.5%
5 | O=S1(=O)C=C(Sc2nnc(-c3ccccc3)o2)c2ccccc21 | -0.7%
6 | Cc1noc(NS(=O)(=O)c2ccc(NC(=O)c3cnc4n(c3=O)CCS4)cc2)c1C | -8.9%
7 | Cc1ccc2c(CN3CCC(C(N)=O)CC3)cc(=O)oc2c1C | 1.4%
8 | CC(=O)N1CCC2(CC1)NC(=O)N(c1ccccc1)N2 | -9.0%
9 | CN1Cc2cc(C(=O)c3ccccc3O)cnc2NC1=O | -0.4%
10 | CN(C)c1ccc(/C=C/c2nnnn2-c2ccccc2)cc1 | -3.4%
11 | CC(C)(C)Nc1c(-c2cccs2)nc2ccccn12 | -4.3%
12 | COc1cc(O)sc1C=Nc1ccc(Cl)cc1 | -0.3%
13 | O=C(O)c1ccc(CSc2nc3ccccc3o2)cc1 | -3.5%
14 | Cc1onc(C(=O)N2CCN(c3ccccc3)CC2)c1[N+](=O)[O-] | 0.1%
15 | Cn1sc(NC(=O)c2ccc(Cl)cc2)nc1=O | 0.8%
16 | Cc1[nH]c2ccccc2c1/C=N/NC(=O)Cc1cccs1 | 0.7%
17 | O=C(O)c1cccc(-n2c(O)c(C=C3N=c4ccccc4=N3)sc2=S)c1 | -10%
18 | COc1ccc(O)c(CNc2ccccc2F)c1 | -3.2%
19 | CN(CCCNC(=O)C1CCC(=O)N1Cc1ccccc1Cl)c1ccccc1 (stereo unspecified) | -2.3%
20 | COc1cc(/C=N/NC(=O)c2ccc(Cn3cc([N+](=O)[O-])cn3)o2)cc(Br)c1O | -7.9%
21 | C/C(=N\NS(=O)(=O)c1ccc(Cl)cc1)c1ccc(O)cc1 | -17%
22 | Oc1c(Br)cc(Br)c(/C=N/n2c(-c3ccccc3)n[nH]c2=S)c1Br | -8.1%
23 | O=C(O)C(c1ccccc1)N1C(=O)/C(=C\c2ccc(-c3cccc(Cl)c3)o2)SC1=S (stereo unspecified) | -3.2%
24 | O=C(NCc1cccnc1)C(=O)NCC(c1ccco1)N1CCN(c2ccccc2)CC1 (stereo unspecified) | -0.2%
25 | COc1cc(C(=O)NCC(c2ccco2)N2CCc3ccccc32)cc(OC)c1OC (stereo unspecified) | -1.8%
26 | COc1ccc(NC(=O)Nc2ccc3nccnc3c2)cc1 | -3.8%
27 | S=c1[nH]nc(-c2ccco2)n1/N=C/C(Cl)=C/c1ccccc1 | -7.0%
28 | O=C(O)CC/C(=C\c1ccccc1[N+](=O)[O-])c1nc2ccccc2s1 | -4.2%
29 | COc1ccc(N(C)S(=O)(=O)c2cccc(C(=O)Nc3nc(C)cs3)c2)cc1 | -1.6%
30 | Cc1ccc(-c2sc(-c3cccnc3)nc2CC(=O)O)cc1 | 3.6%
31 | O=C(O)CCc1ccc(-c2cccs2)n1Cc1ccco1 | -6.1%
32 | C1=C(c2ccco2)N2CCN=C2S1 | 3.2%
33 | CCN(CC)c1ccc(C(=O)N/N=C(\C)c2ccc(O)cc2)cc1 | -5.3%
34 | Cc1nn(-c2ccccc2)c(C)c1/C=N/n1c(-c2ccccc2Br)n[nH]c1=S | -2.6%
35 | CCCc1nn2c(N)c(/C=C3\C=Nc4ccccc43)c(=O)nc2s1 | -0.5%
36 | Cc1ccc2occ(C3N[C@H](C(=O)O)CS3)c(=O)c2c1 (stereo partly specified) | -1.6%

Of the compounds above, four have a thiophene ring, fused or not.
item | SMILES | HRP interference
11 | CC(C)(C)Nc1c(-c2cccs2)nc2ccccn12 | -4.3%
12 | COc1cc(O)sc1C=Nc1ccc(Cl)cc1 | -0.3%
16 | Cc1[nH]c2ccccc2c1/C=N/NC(=O)Cc1cccs1 | 0.7%
31 | O=C(O)CCc1ccc(-c2cccs2)n1Cc1ccco1 | -6.1%

Back to the main list, starting 3 compounds before the break.
item | SMILES | HRP interference
34 | Cc1nn(-c2ccccc2)c(C)c1/C=N/n1c(-c2ccccc2Br)n[nH]c1=S | -2.6%
35 | CCCc1nn2c(N)c(/C=C3\C=Nc4ccccc43)c(=O)nc2s1 | -0.5%
36 | Cc1ccc2occ(C3N[C@H](C(=O)O)CS3)c(=O)c2c1 (stereo partly specified) | -1.6%
37 | CN(c1ccccc1C(=O)N1CCN(c2ccccc2)CC1)S(C)(=O)=O | -3.6%
38 | NS(=O)(=O)c1ccc(NNC(=O)c2ccc(Br)o2)c([N+](=O)[O-])c1 | -5.5%
39 | CCC(=O)Nc1ccc(SC#N)cc1C | -0.7%
40 | COc1cc(/C=N/N2CCCCC2)cc([N+](=O)[O-])c1O | -16%
41 | O=C(NCCc1ccccc1)C1CCCN(S(=O)(=O)c2cnc[nH]2)C1 (stereo unspecified) | -5.9%
42 | Nc1ccc(-c2nc3cc(N)ccc3s2)cc1 | 7.4%
43 | COc1ccc(/C=N/Nc2nc3ccccc3[nH]2)cc1OC | -4.2%
44 | CN(C)c1ccc(C=Nc2cnn(C)c2C(N)=O)cc1 | -2.5%
45 | COc1ccc(CNc2nc3ccccc3n2C(C)C)c(O)c1 | -1.8%
46 | O=C(Nc1ccccc1N1CCCC1)c1ccccc1F | -1.5%
47 | CCN1CCN(Cc2nc3c(c(=O)n(C)c(=O)n3C)n2CC(=O)c2ccccc2)CC1 | 0.3%
48 | Cc1ccc(C2SCC(=O)N2c2ccccc2)cc1 (stereo unspecified) | -0.6%
49 | O=C(c1ccccc1)c1coc2ccc(O)c(Cl)c12 | -0.4%
50 | O=C(CN1CCN(c2ccccc2O)CC1)Nc1cccnc1Cl | -0.5%
51 | O=C(NCc1cccs1)C1CCN(S(=O)(=O)c2cccc3cccnc23)CC1 | -2.2%
52 | Cc1[nH]n(C(N)=S)c(=O)c1N=Nc1cccc([N+](=O)[O-])c1C | -1.5%
53 | COc1cc(NC(=O)C2CCCN(S(=O)(=O)c3cnc[nH]3)C2)cc(OC)c1 (stereo unspecified) | 0.2%
54 | Cc1cc(-c2ccccc2)nc2cc(C(=O)NCc3ccco3)nn12 | 1.9%
55 | C/C(=N\NC(=O)c1ccncc1)c1ccc(N(C)C)cc1 | -1.5%
56 | COc1ccc(CC(=O)Nc2ccccc2N2CCCC2)cc1OC | -0.5%
57 | Nc1nc2ccc(S(=O)(=O)N3CCCCC3)cc2s1 | -2.8%
58 | O=C(N/N=C/c1cccc(O)c1)N/N=C/c1cccc(O)c1 | -15%
59 | Cc1nc(SCc2ccc(Cl)c(Cl)c2)ncc1C(=O)O | -2.9%
60 | COc1ccc(S(=O)(=O)N/N=C(/C)c2ccncc2)c(OC)c1 | -4.1%

Reprinted at random: 6 records from the list.
item | SMILES | HRP interference
31 | O=C(O)CCc1ccc(-c2cccs2)n1Cc1ccco1 | -6.1%
22 | Oc1c(Br)cc(Br)c(/C=N/n2c(-c3ccccc3)n[nH]c2=S)c1Br | -8.1%
34 | Cc1nn(-c2ccccc2)c(C)c1/C=N/n1c(-c2ccccc2Br)n[nH]c1=S | -2.6%
51 | O=C(NCc1cccs1)C1CCN(S(=O)(=O)c2cccc3cccnc23)CC1 | -2.2%
24 | O=C(NCc1cccnc1)C(=O)NCC(c1ccco1)N1CCN(c2ccccc2)CC1 (stereo unspecified) | -0.2%
60 | COc1ccc(S(=O)(=O)N/N=C(/C)c2ccncc2)c(OC)c1 | -4.1%

Back to the main list, repeating the four entries before the break.
item | SMILES | HRP interference
57 | Nc1nc2ccc(S(=O)(=O)N3CCCCC3)cc2s1 | -2.8%
58 | O=C(N/N=C/c1cccc(O)c1)N/N=C/c1cccc(O)c1 | -15%
59 | Cc1nc(SCc2ccc(Cl)c(Cl)c2)ncc1C(=O)O | -2.9%
60 | COc1ccc(S(=O)(=O)N/N=C(/C)c2ccncc2)c(OC)c1 | -4.1%
61 | CC(=O)NCCCc1c[nH]c2ccc(Cl)cc12 | -1.2%
62 | O=C(Cc1c(C(=O)O)[nH]c2ccccc12)NCCN1CCN(c2cccc(Cl)c2)CC1 | -5.7%
63 | CC(C)c1ccc(NC(=O)C2CCCN(S(=O)(=O)c3cnc[nH]3)C2)cc1 (stereo unspecified) | 0.6%
64 | CC(=O)c1cc(CC=C(C)C)c(O)cc1O | 1.2%
65 | CC(C)c1ccc2c(c1)C(=O)NC(C)(C)C2 | -1.3%
66 | Cc1nc(N2CCN(c3ccccc3)CC2)[nH]c(=O)c1C | -5.5%
67 | Cc1cccc(-c2n[nH]c(=S)n2/N=C/C=C/c2ccco2)c1 | -7.0%
68 | O=C(N/N=C1/CCSC1)c1cc(Br)ccc1O | -6.6%
69 | Cc1ccc(C(=O)N2CCN(c3ccccc3O)CC2)cc1S(=O)(=O)N1CCCCC1 | -0.8%
70 | O=C(O)c1ccccc1C(=O)Nc1ccc(Nc2ccc([N+](=O)[O-])cc2[N+](=O)[O-])cc1 | -1.9%
71 | Cc1ccc2[nH]cc(/C=C/c3cc[n+](C)cc3)c2c1 | -13%
72 | CCN(CC)c1ccc(NS(=O)(=O)c2cn(C)c(=O)n(C)c2=O)c(C)c1 | -12%
73 | O=C(c1ccco1)n1nc(-c2ccccc2)nc1NCc1ccco1 | 0.3%
74 | Cn1c(CCNC(=O)c2ccc(Cl)cc2)n[nH]c1=S | 0.7%
75 | CCN(CC)S(=O)(=O)c1ccc(N=Nc2c(C)[nH]n(C(N)=S)c2=O)cc1 | -4.6%
76 | CN(C)c1ccc(/C=N/NC(=O)c2ccccn2)cc1 | -2.7%
77 | O=C1CS/C(=N/N=C/c2ccco2)N1Cc1ccc(F)cc1 | -1.9%
78 | O=[N+]([O-])c1ccccc1/C=C/C=N/n1c(-c2ccccc2F)n[nH]c1=S | -6.4%
79 | CN(C)c1ccc(-n2cc3c(=O)n(C)c(=O)n(C)c3c2)cc1 | -2.4%
80 | COc1cccc(NC(=O)c2c([N+](=O)[O-])cnn2C)c1 | -0.4%
81 | COc1cc(NC(=O)CN2C(=O)C(c3ccccc3)=NC2(C)C)cc(OC)c1 | -1.7%
82 | CN(C)c1ccc(/C=N/NC(=O)CCc2c[nH]c3ccccc23)cc1 | -2.2%
83 | N#Cc1cnn(-c2ccccc2)c1NC(=O)CN1CCN(c2ccccc2)CC1 | -1.3%
84 | COc1cc(/C=N/Nc2ccc([N+](=O)[O-])cn2)cc(OC)c1O | -0.2%
85 | COc1ccc(Nc2c3c(nc4ccccc24)CCCC3)cc1OC | -1.7%
86 | CC(=O)N1CCN=C1SCc1cccc(C(F)(F)F)c1 | 1.0%
87 | Cc1nc2ccc(-c3nc4ccc(N)cc4[nH]3)cc2[nH]1 | 4.7µM*
88 | CCn1c(C)nc2cc(C(=O)N/N=C/c3cccc(O)c3O)ccc21 | -9.0%
89 | C/C(=N\Nc1ccccn1)c1cccs1 | 0.7%
90 | O=C(CCc1c[nH]c2ccccc12)NCCc1ccc(O)cc1 | -8.0%
91 | NNC(=O)c1cc(-c2ccccc2)sc1N | -1.2%
92 | COc1cccc(CNc2ccc(S(=O)(=O)Nc3nccs3)cc2)c1O | -6.7%
93 | COc1ccc2oc3cc(C)[n+]([O-])c(-c4ccc(C)cc4)c3c2c1 | -0.3%
94 | O=C(O)c1cccc2c(-c3ccccc3)c(-c3ccccc3)[nH]c12 | -2.1%
95 | CCN(c1ccc(NC(=O)CCNC(=O)c2ccco2)cc1)C(C)C | -12%
96 | CCc1ccc(OC)c(-c2csc(N)n2)c1 | -8.7%
97 | Cc1[nH]c2ccccc2c1CCNS(=O)(=O)c1ccc(S(N)(=O)=O)cc1 | -1.2%
98 | CC1CC(N(C(=O)c2ccco2)c2ccccc2)c2ccccc2N1 (stereo unspecified) | -1.9%
99 | Cc1ccc(C2C(C#N)=C(N)Oc3cc(N)ccc32)cc1 (stereo unspecified) | 0.9%
100 | COc1ccc(CCSc2nnc(C3CCCCC3)n2N)cc1 | -2.9%
101 | O=S(=O)(/N=S1/CC=CCN1S(=O)(=O)c1ccccc1)c1ccccc1 (stereo unspecified) | -3.7%
102 | Cc1nn(C(C)C(=O)N/N=C/c2ccc(N(C)C)cc2)c(C)c1[N+](=O)[O-] (stereo unspecified) | -0.4%
103 | Cc1cc(-c2n[nH]c(=S)n2/N=C/c2cccc([N+](=O)[O-])c2)n[nH]1 | -9.2%
104 | O=C(O)c1cccc(N/N=C/c2cc(Br)cc(Br)c2O)c1 | -12%
105 | Cc1cccc(N2CCN(C(=O)Cn3sc4nc(C)cc(C)c4c3=O)CC2C)c1 (stereo unspecified) | -0.6%
106 | O=C(NNc1nc2cc3c(cc2s1)OCO3)c1ccccc1 | -0.3%
107 | C=CCn1c(-c2cccc([N+](=O)[O-])c2)n[nH]c1=S | -6.5%
108 | COc1cc(/C=N/NC(=O)c2ccc(CSc3nncn3C)cc2)cc(OC)c1O | -11%
109 | CCCn1cnc2cc(NCc3ccccc3O)ccc21 | 2.0%
110 | Cc1nc2ccc(C(=O)Nc3ccc(N(C)C)cc3)cc2s1 | 1.7%
111 | O=C(NCC(=O)N1CCN(c2ccccc2O)CC1)c1cccs1 | 6.0%
112 | O=C(Nc1nnc(-c2cccnc2)o1)c1cccc([N+](=O)[O-])c1 | 2.2%
113 | COc1cccc(-n2c(CCn3nc(C)c([N+](=O)[O-])c3C)n[nH]c2=S)c1 | -2.2%
